# Bioassay records (PubChem)
# cardiac RTF act: cardiac RTF calcium sensitivity activators, primary screen, biochemical, IANBD-TnC fluorescence, EC20 calcium; activation, % at 7.2 µM; AID 493008, 2010; hit rate 0.24% among 340,000; IANBD-labeled TnC RTF fluorescence at EC20 calcium; 0% EC20 calcium, 100% full calcium; Troponin I, cardiac muscle (Homo sapiens) + Troponin T, cardiac muscle (Homo sapiens) + …;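 active means activation above the mean over all tested compounds plus 3 SD, cut at about 30% in these data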;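 further: rise in fluorescence read as greater calcium sensitivity of cardiac thin filaments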
# Keap1 Nrf2 FP: Keap1-Nrf2 protein-protein interaction inhibitors, primary screen, biochemical, fluorescence polarization, single point | hit rate 0.15% among 340,000 | AID 504523, 2011 | Keap1 Kelch-Nrf2 peptide fluorescence polarization, 1536-well | Kelch-like ECH-associated protein 1 (Homo sapiens), Q14145 | inhibition, % at 9.4 µM; in the data active means inhibition above about 12%;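 further: human Keap1 Kelch domain with fluorescein labeled Nrf2 9mer peptide probe; 0% = neutral control wells and 100% = peptide positive control; higher means more block of Keap1 binding to Nrf2 peptide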
# Target sequence (Q14145 whole entry, looked up, the tested form may be a part): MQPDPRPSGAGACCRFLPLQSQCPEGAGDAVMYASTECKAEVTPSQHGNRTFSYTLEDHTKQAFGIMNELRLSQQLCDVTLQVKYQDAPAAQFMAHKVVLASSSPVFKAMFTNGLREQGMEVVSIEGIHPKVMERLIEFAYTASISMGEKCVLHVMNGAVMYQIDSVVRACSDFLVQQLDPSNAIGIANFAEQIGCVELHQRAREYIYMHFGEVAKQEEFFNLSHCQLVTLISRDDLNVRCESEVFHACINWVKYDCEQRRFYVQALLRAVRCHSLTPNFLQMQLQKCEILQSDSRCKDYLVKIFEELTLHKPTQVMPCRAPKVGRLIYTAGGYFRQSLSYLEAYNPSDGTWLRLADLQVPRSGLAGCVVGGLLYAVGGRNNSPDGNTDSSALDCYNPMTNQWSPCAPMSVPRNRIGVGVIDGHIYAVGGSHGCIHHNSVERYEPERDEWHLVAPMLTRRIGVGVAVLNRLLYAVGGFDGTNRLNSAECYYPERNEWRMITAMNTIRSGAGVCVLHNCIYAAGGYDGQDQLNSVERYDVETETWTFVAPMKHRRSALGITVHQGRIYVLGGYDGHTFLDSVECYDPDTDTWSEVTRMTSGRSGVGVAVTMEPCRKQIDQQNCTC
# CDK5 inh: inhibitors of human CDK5/p35 kinase, primary screen, biochemical, single concentration | Cyclin-dependent kinase 5 (Homo sapiens) + Cyclin-dependent kinase 5 activator 1 (Homo … | Recombinant CDK5/p35, ADP-Glo luminescence, 60 min | inhibition, % at 10 µM | hit rate 0.01% among 330,000;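 active means highest replicate inhibition of at least 50% and at least 75% of replicates reaching 50%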;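 further: plate controls were DMSO neutral control for no effect and GW8510 at 10 µM for full effect; many of its hits are not listed in these tables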
# NSD2 HMT inh: NSD2 histone methyltransferase inhibitors, primary screen, biochemical, AlphaScreen, single concentration, set 2 | hit rate 0.54% among 310,000 | inhibition, % at 12.5 µM | Histone-lysine N-methyltransferase NSD2 (Homo sapiens), O96028 | NSD2 peptide methylation, 120 min; in the data active means inhibition above about 50%
# LANA DNA inh: inhibitors of KSHV C-LANA binding to DNA, primary screen, biochemical, fluorescence polarization, FAM-LBS DNA, MBP-C-LANA, single point; Kaposi's sarcoma herpesvirus LANA C-terminal domain (residues 932-1162) DNA binding; inhibition, % at 9 µM; hit rate 0.078% among 340,000; AID 504423, 2011;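 active means highest replicate inhibition at or above 60% at 9 µM, even if other replicates fall short; inactive means all replicates below 60% inhibition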;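 further: 0% = neutral control wells and 100% = 4 µM acridine orange control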
# PvdQ inh: P. aeruginosa PvdQ acylase inhibitors, primary screen, biochemical, fluorescence, plate reader and imaging, single point | purified PvdQ acylase | inhibition, % at 10 µM | hit rate 0.063% among 340,000; in the data active means inhibition above about 30%, passing the limit was not always enough;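 further: 0% = vehicle neutral wells and 100% = reference inhibitor wells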
# Cardiac RTF inh: cardiac RTF calcium sensitivity inhibitors, primary screen, biochemical, IANBD-TnC fluorescence, EC70 calcium; Troponin I, cardiac muscle (Homo sapiens) + Troponin T, cardiac muscle (Homo sapiens) + …; inhibition, % at 7.15 µM; IANBD-labeled cardiac RTF, Ca2+ fluorescence; hit rate 0.12% among 340,000;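 active means inhibition above the mean inhibition of all tested compounds plus 3 SD, cut at about 17% in these data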;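 further: assay run at fixed EC70 calcium of 1.6 mM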
# SUMO Mot1 rescue: yeast Mot1-301 growth rescue at high temperature, primary screen, SUMOylation pathway inhibitor project, S. cerevisiae, ATP luminescence, 38.5C. hit rate 1% among 320,000. S. cerevisiae Mot1-301 growth rescue; percent above DMSO median, 100 means doubled. growth rescue, % at 18.8 µM;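 active means every valid replicate shows activation above 250% relative to neutral control wells; inactive means the rest, any valid replicate at or below 250%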;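 further: OY570 slx delta 5 strain wells were the positive control but not used for scaling; some compounds called inactive have numbers as strong as hits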
# Rtt109 Vps75: inhibitors of C. albicans Rtt109/Vps75 HAT, primary screen, biochemical, ThioGlo CoA-SH fluorescence, plate reader; Histone acetyltransferase RTT109 (Candida albicans (strain SC5314 / ATCC MYA-2876)), …; purified Rtt109/Vps75, 4 h; inhibition, % at 34.9 µM; hit rate 0.16% among 330,000; AID 540336, 2011;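 active means inhibition of at least 50% in every replicate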
# Target sequence (Q5AAJ8 whole entry, looked up): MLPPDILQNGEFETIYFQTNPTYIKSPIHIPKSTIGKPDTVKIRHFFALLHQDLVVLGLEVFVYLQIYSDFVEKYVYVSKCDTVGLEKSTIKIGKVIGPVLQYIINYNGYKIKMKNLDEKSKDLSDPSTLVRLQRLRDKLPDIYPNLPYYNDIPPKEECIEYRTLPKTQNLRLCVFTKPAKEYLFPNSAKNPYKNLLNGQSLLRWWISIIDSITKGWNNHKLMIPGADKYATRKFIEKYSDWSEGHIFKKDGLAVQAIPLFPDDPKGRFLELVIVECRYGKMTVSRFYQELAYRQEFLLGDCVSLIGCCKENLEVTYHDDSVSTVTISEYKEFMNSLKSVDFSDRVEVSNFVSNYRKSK
# PfHsp90 yeast 2: growth inhibition of PfHsp90-expressing yeast, primary screen, antimalarial PfHsp90 inhibitor project, S. cerevisiae, BacTiter-Glo luminescence, single point, set 2 | BacTiter-Glo ATP, 48 h; yeast lacking PDR1 and PDR3 efflux regulators | inhibition, % at 9.4 µM | hit rate 0.32% among 310,000;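 active means every replicate shows inhibition above about 80%, whatever the replicate mean, limit read from the data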;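 further: 0% = DMSO neutral controls and 100% = 20 µM radicicol positive controls; yeast relying on Plasmodium falciparum Hsp90 in place of its own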
# dFosB act: activators of delta FosB homodimer, primary screen, biochemical, fluorescence polarization, TAMRA-CDK5 oligo, single point; Protein FosB (Mus musculus), P13346; purified delta FosB; percent of positive-control signal above neutral wells; activation, % at 25 µM; hit rate 0.99% among 340,000; AID 493131, 2011;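 active means mean activation above about 17%, with every replicate also reaching it, limit read from the data, passing the limit was not always enough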;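 further: fluorescence polarization rise as delta FosB binds a TAMRA Cdk5 AP-1 oligo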
# Starred values were filed as active, the others as inactive; · = no result given.
[1] CCOC(=O)C1CCN(C(=O)Cc2ccc(C)cc2)CC1
[2] CC(C)CN(C(=O)COC(=O)CN1C(=O)c2ccccc2C1=O)c1c(N)n(Cc2ccccc2)c(=O)[nH]c1=O
[3] CCNC(=O)COc1ccc(/C=C2\COc3ccccc3C2=O)cc1OC
[4] CCOc1ccc(N2C(=O)C(CC(=O)Nc3ccc(F)cc3)N(Cc3ccccn3)C2=S)cc1 (centres undefined)
[5] O=c1cc(O)c(-c2cccc(C(F)(F)F)c2)c(Cl)[nH]1
[6] O=C(COC(=O)c1ccc(Br)o1)Nc1ncc([N+](=O)[O-])s1
[7] CCOc1ccc(C(=O)NC(=S)NCc2cccnc2)cc1
[8] O=C(Cc1ccc(S(=O)(=O)N2CCCC2)s1)Nc1cccc([N+](=O)[O-])c1
[9] Cc1ccccc1NCc1nc2ccccc2n1C
[10] CCN(CC)C(=O)[C@H]1C[C@H](CC(=O)NCCCN(C)C)C(=O)N2CCc3c([nH]c4cc(CCC(=O)N(C)C)ccc34)[C@]12C

compound no.	1	2	3	4	5	6	7	8	9	10
cardiac RTF act	2	-3	-1	1	3	0	5	1	-3	-2
Keap1 Nrf2 FP	-1	-4	-8	-4	2	4	1	-7	-3	-1
CDK5 inh	2.7	-0.9	0.6	0.2	-1.3	-0.4	-1.8	0.1	1.7	0.0
NSD2 HMT inh	·	1	3	-353	1	1	-1	0	-3	·
LANA DNA inh	-1.2	1.5	0.0	-6.0	0.1	2.4	-0.9	-1.9	0.0	0.7
PvdQ inh	-13	-7	10	-9	1	-6	-12	-3	7	-13
Cardiac RTF inh	1	-8	4	-9	-15	-8	-5	-1	-1	-2
SUMO Mot1 rescue	19	13	-5	-3	48	7	-39	-5	2	·
Rtt109 Vps75	7	13	15	1	·	5	0	10	-11	-4
PfHsp90 yeast 2	-18	-95	6	22	-1	-10	3	15	-4	19
dFosB act	-6	-17	-2	-16	-6	-15	-1	-2	-6	-5

[11] O=C(NC(=S)Nc1ccccc1C(F)(F)F)c1ccccc1F
[12] CSc1ccc(S(=O)(=O)NCC(=O)OCCOc2ccccc2)cc1[N+](=O)[O-]
[13] CC(C)CN(C(=O)COC(=O)CCN1C(=O)c2ccccc2C1=O)C1CCS(=O)(=O)C1 (centres undefined)
[14] CC(C)CNS(=O)(=O)c1ccc(CCC(=O)N2CCCC2)cc1
[15] O=C1Nc2ccccc2C(=O)N2[C@H](c3ccc(F)cc3)[C@@H]3C(=O)N(Cc4ccccc4)C(=O)[C@@H]3[C@H]12
[16] Cc1cccc(CSc2nnc(-c3ccco3)n2C)c1
[17] O=C1C(=O)N(c2ccc(O)cc2)C(c2ccccc2[N+](=O)[O-])/C1=C(\O)c1ccccc1 (centres undefined)
[18] Fc1ccccc1CN1CCCCCCC1
[19] Cc1nnc(SCC(=O)Nc2ccc(N3CCOCC3)cc2)n1-c1ccccc1
[20] O=C(COC(=O)CCN1C(=O)C2CC=CCC2C1=O)NCCc1ccccc1 (centres undefined)

compound no.	11	12	13	14	15	16	17	18	19	20
cardiac RTF act	1	1	-2	4	0	1	4	-1	-6	-7
Keap1 Nrf2 FP	-2	-3	0	0	3	-7	-3	-3	1	0
CDK5 inh	-0.1	0.1	0.0	0.3	0.4	2.6	-2.2	-0.5	0.5	-0.9
NSD2 HMT inh	1	-1	-3	-1	·	0	23	-3	0	-3
LANA DNA inh	-0.9	2.3	0.2	-1.5	2.2	-0.2	0.0	-0.4	-0.3	-0.8
PvdQ inh	0	-13	-17	-1	8	-2	-13	-7	7	1
Cardiac RTF inh	-1	-27	-4	-2	-3	3	-16	-3	7	1
SUMO Mot1 rescue	-10	23	-1	13	-12	294	-8	202	-5	81
Rtt109 Vps75	-6	-6	-5	2	10	3	4	-7	10	3
PfHsp90 yeast 2	-15	34	62	6	8	-4	1	-6	9	-3
dFosB act	-16	28*	-2	-6	1	1	-8	1	-6	3

[21] COC(=O)N/N=C/c1cn(CC(C)COc2ccccc2)c2ccccc12 (centres undefined)
[22] CN1CC(=O)NC1=NC(=O)c1ccc(Cl)c(S(=O)(=O)N2CCCCCC2)c1
[23] Cc1coc2c1c(C)cc1oc(=O)c(CC(=O)NCCC(=O)O)c(C)c12
[24] Cc1ccc(-n2nnc3c(=O)n(CC(=O)N4CCOCC4)cnc32)cc1
[25] CC(CC(=O)N1CCN(c2ccc(C(F)(F)F)cn2)CC1)n1ccnc1 (centres undefined)
[26] CCOC(=O)C1=C(c2ccccc2)OC(N)=C(C#N)C1c1ccco1 (centres undefined)
[27] Cc1ccc(S(=O)Cc2ccc(C(=O)N3CCN(C(=O)c4ccco4)CC3)o2)cc1 (centres undefined)
[28] Cc1ccc(C(=O)N/C(=C\c2ccc(-c3cccc([N+](=O)[O-])c3)o2)C(=O)NC(C)(C)C)cc1
[29] O=C(CC1(c2ccc(Cl)cc2)C2CC3CC(C2)CC1C3)NCCO (centres undefined)
[30] Cc1cc(C(=O)c2cccs2)c(N)s1

compound no.	21	22	23	24	25	26	27	28	29	30
cardiac RTF act	-19	8	3	5	2	-3	-4	-2	0	-4
Keap1 Nrf2 FP	-1	-8	3	-2	-6	1	-5	1	1	1
CDK5 inh	-0.5	-3.7	-0.1	1.8	0.6	0.4	2.7	·	-0.2	0.1
NSD2 HMT inh	-1	-3	-2	·	3	6	1	-1	-2	5
LANA DNA inh	-0.4	1.7	-0.2	0.5	1.7	-0.3	0.9	-1.2	2.4	1.7
PvdQ inh	1	2	4	-3	7	-3	-13	2	-16	10
Cardiac RTF inh	6	-3	1	-3	4	5	-10	-3	-1	-2
SUMO Mot1 rescue	469	7	0	4	·	-4	9	11	172	70
Rtt109 Vps75	·	3	-1	-12	2	-15	-4	0	2	-8
PfHsp90 yeast 2	11	16	24	-8	12	-17	6	6	-9	-6
dFosB act	-9	-7	-1	-2	-3	3	-9	5	-8	-5

[31] Cn1c(CN2CCN(c3cccc(Cl)c3)CC2)nc2ccccc21
[32] C/C(=N\NC(=O)OC(C)(C)C)c1ccc(-n2ccnc2)cc1
[33] CCOC(=O)C1CCN(C(=O)c2cn(CCOC)c(=O)c3c2c2ccccc2n3C)CC1
[34] CC(C)c1nnc(NC(=O)CCC2CCCCC2)s1
[35] CCOc1cc(/C=C2\SC(N3CCCCC3)=NC2=O)ccc1O
[36] CN1CCN(c2ccc3c(c2)C2CC3CCN2C(=O)OCc2ccccc2)CC1 (centres undefined)
[37] COc1ccc(NC(C)=O)cc1S(=O)(=O)N1CC=C(c2ccccc2)CC1
[38] Cc1[nH]c2ccc(OC(=O)N3CCOCC3)cc2c1C(=O)OC(C)C
[39] CC1(C)Cc2noc(N)c2C(C)(C)N1OC(=O)c1cccs1
[40] CSc1ccc(CCNC(=O)c2cc(C)nn2-c2ccccc2)cc1

compound no.	31	32	33	34	35	36	37	38	39	40
cardiac RTF act	6	8	-4	-5	6	6	1	-1	1	1
Keap1 Nrf2 FP	-4	1	6	-2	-8	0	-1	-2	-4	-2
CDK5 inh	-0.5	0.2	-0.4	-1.0	4.6	0.7	0.6	-1.6	0.2	-0.3
NSD2 HMT inh	6	-4	-1	-1	1	·	-3	-2	0	-7
LANA DNA inh	3.4	-1.1	1.8	0.1	16	-1.1	-2.2	0.2	1.6	-0.3
PvdQ inh	6	1	-4	-6	10	1	-15	-9	-5	-6
Cardiac RTF inh	-9	8	2	-3	-11	-4	-5	-1	0	3
SUMO Mot1 rescue	-8	-1	·	-8	5	·	12	34	37	-8
Rtt109 Vps75	6	15	1	1	9	-7	-3	-10	-3	-6
PfHsp90 yeast 2	4	10	15	-10	43	-2	-5	·	7	-17
dFosB act	4	-4	0	-2	-12	6	-1	-2	-11	2

[41] COC(=O)c1ccc(N)nc1
[42] COc1ccc(-c2nnc(N3CCC(C)CC3)c3ccccc23)cc1
[43] O=S1(=O)N=C(Nc2nncs2)c2ccccc21
[44] O=C(C1CCC(CNc2c(N3CCCCC3)c(=O)c2=O)CC1)N1CCCCC1 (centres undefined)
[45] COCCN1CCN(C(=O)C2CCC(=O)N(Cc3cccc(C(F)(F)F)c3)C2)CC1 (centres undefined)
[46] COc1nc(NCc2ccco2)nc(N2CCC(C)CC2)n1
[47] Cc1ccc(C(=O)NCCc2nnc3ccc(SCC(=O)N4CCCCC4)nn23)cc1

compound no.	41	42	43	44	45	46	47
cardiac RTF act	1	-1	-2	13	2	4	2
Keap1 Nrf2 FP	4	-4	0	-4	-4	-5	-3
CDK5 inh	-0.9	-1.0	-0.4	-2.5	-0.6	1.6	2.3
NSD2 HMT inh	-3	-2	-1	·	2	0	-1
LANA DNA inh	-3.1	-1.4	-1.0	1.7	-2.5	0.2	2.3
PvdQ inh	-2	16	1	-12	-11	5	1
Cardiac RTF inh	-12	1	-7	-7	0	-1	-9
SUMO Mot1 rescue	23	4	284	-16	-5	0	67
Rtt109 Vps75	-11	·	5	2	-8	19	-5
PfHsp90 yeast 2	2	·	-3	31	14	-11	-20
dFosB act	-6	-12	-2	-1	-6	-5	3

# Of the compounds above, 5 contain a nitro group on carbon.
[6] O=C(COC(=O)c1ccc(Br)o1)Nc1ncc([N+](=O)[O-])s1
[8] O=C(Cc1ccc(S(=O)(=O)N2CCCC2)s1)Nc1cccc([N+](=O)[O-])c1
[12] CSc1ccc(S(=O)(=O)NCC(=O)OCCOc2ccccc2)cc1[N+](=O)[O-]
[17] O=C1C(=O)N(c2ccc(O)cc2)C(c2ccccc2[N+](=O)[O-])/C1=C(\O)c1ccccc1 (centres undefined)
[28] Cc1ccc(C(=O)N/C(=C\c2ccc(-c3cccc([N+](=O)[O-])c3)o2)C(=O)NC(C)(C)C)cc1

compound no.	6	8	12	17	28
cardiac RTF act	0	1	1	4	-2
Keap1 Nrf2 FP	4	-7	-3	-3	1
CDK5 inh	-0.4	0.1	0.1	-2.2	·
NSD2 HMT inh	1	0	-1	23	-1
LANA DNA inh	2.4	-1.9	2.3	0.0	-1.2
PvdQ inh	-6	-3	-13	-13	2
Cardiac RTF inh	-8	-1	-27	-16	-3
SUMO Mot1 rescue	7	-5	23	-8	11
Rtt109 Vps75	5	10	-6	4	0
PfHsp90 yeast 2	-10	15	34	1	6
dFosB act	-15	-2	28*	-8	5
